Assay outcomes: PubChem, several laboratories
TROY signal inh: TROY signaling inhibition; 360,000 tested, 0.98% active; inhibition, % at 10 µM; AID 1347056; Q293 LMP1-TROYcd NF-kB luciferase reporter, 4 h;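 active = compounds whose plate-normalised and pattern-corrected inhibition of the luciferase reporter signal at the single screening dose is 50% or more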
KKLEB cytotox: CF airway cell cytotoxicity counter-screen. KKLEB CF airway cells viability, ATPlite luminescence, overnight; stronger effect = lower value; cells stimulated with P. aeruginosa culture filtrate. activity change (cytotoxicity), % at 5 µM. 360,000 tested, 0.36% active. AID 602141;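 active = corrected activity change at or below -50% at 5 µM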
HIF-2a block: HIF-2a inhibition; inhibition, % at 18.8 µM; 786-0 RCC cells HIF-2a reporter, luciferase luminescence, overnight; 360,000 tested, 0.72% active;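 active = inhibition of the luminescence signal of 40% or more relative to plate controls, in a single-dose primary screen at 18.75 µM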
TWEAK-Fn14 inh: TWEAK-Fn14 signaling inhibition. inhibition, % at 10 µM. 360,000 tested, 2% active. TWEAK-stimulated Fn14 reporter cells, luciferase luminescence, 8 h; in the data active = inhibition above about 50%
TRPM1 prom inh: inhibitors of MITF-driven TRPM1 promoter in melanoma cells; SK-MEL-5 TRPM1 promoter luciferase, 24 h; inhibition, % at 12.5 µM; 330,000 tested, 0.83% active;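 active = mean inhibition across replicates of 60% or more, whatever share of single replicates reaches that level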; also: values of inactives mirror those of a sister screen read the other way
Shn3 3UTR inh: Schnurri-3 reporter inhibition in Clone20 osteoblasts. Clone20 osteoblast Shn3 3'UTR firefly luciferase, 24 h. inhibition, % at 12.5 µM. 360,000 tested, 0.52% active;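 active = mean inhibition of at least 75% with every replicate also reaching 75%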;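 also: 0% = median of neutral control wells and 100% = pilot-screen positive control compound; some compounds past the cut are filed as inactive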
NR2E3 ag-1: NR2E3 (human) agonism | Q9Y5X4 | AID 2300 | GST-NR2E3/biotin-RetCOR TR-FRET, 1536-well | 320,000 tested, 0.12% active | inhibition of corepressor binding, % at 4.78 µM;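 active = percent inhibition above the cutoff of mean plus 3 SD of all tested compounds, set per screening campaign, cut at about 20% in these data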;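 also: 0% = DMSO wells and 100% = biotin wells as full block of FRET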
Target sequence (Q9Y5X4 whole entry, looked up): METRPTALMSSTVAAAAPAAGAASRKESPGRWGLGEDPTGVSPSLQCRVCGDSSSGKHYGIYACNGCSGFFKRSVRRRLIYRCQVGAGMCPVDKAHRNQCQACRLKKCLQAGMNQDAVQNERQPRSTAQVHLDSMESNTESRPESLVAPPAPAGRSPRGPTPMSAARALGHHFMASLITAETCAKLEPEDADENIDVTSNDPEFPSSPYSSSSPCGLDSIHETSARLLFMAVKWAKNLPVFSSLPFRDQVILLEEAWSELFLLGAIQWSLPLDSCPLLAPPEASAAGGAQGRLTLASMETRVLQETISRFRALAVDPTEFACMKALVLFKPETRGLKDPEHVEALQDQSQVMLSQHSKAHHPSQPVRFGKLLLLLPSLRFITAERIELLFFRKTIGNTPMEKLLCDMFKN
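Material: NR2E3–RetCOR corepressor complex / Incubation: Compound–protein incubation for 5 h at 4 °C / Dosing: compound at 4.8 µM, single dose / Detection: time-resolved FRET / Benchmarks: high control biotin, low control 0.6% DMSO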
NR2E3 ag-2: agonists of human NR2E3 nuclear receptor. Q9Y5X4. CHO-S Gal4-NCOR/VP16-NR2E3 two-hybrid, luciferase. inhibition of corepressor binding, % at 3.98 µM. 360,000 tested, 0.35% active. AID 602229;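 active = inhibition above the mean of all tested compounds plus 3 SD, cut at about 70% in these data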;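 also: 0% = DMSO with NR2E3 transfected cells and 100% = cells lacking NR2E3 construct; higher means lower luciferase signal from less NR2E3 corepressor binding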
Peg3 prom inh: inhibitors of Peg3 promoter; HeLa PEG-Prom luciferase reporter, luminescence, overnight; inhibition, % at 20 µM; 360,000 tested, 1.7% active; AID 588405;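 active = inhibition of at least 50% at 20 µM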
TRAIL sens C8: sensitizes caspase-8 expressing cells to TRAIL | NB7+C8 cells + TRAIL, ATPlite viability luminescence | inhibition (viability loss, TRAIL sensitization), % at 10 µM | 360,000 tested, 1% active | AID 624354;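 active = compounds causing at least 50% loss of cell viability in the single-dose screen, relative to plate controls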
CF NFkB block: blocks PAF-induced NF-kB reporter in cystic fibrosis cells; KKLEB NF-kB-GFP reporter, GFP fluorescence overnight; inhibition, % at 5 µM; 360,000 tested, 0.86% active;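 active = at least 50% inhibition at 5 µM, scaled per plate between neutral and stimulator controls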;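 also: PAF is a Pseudomonas aeruginosa culture filtrate used as stimulus; plate controls were PAF-stimulated DMSO wells for no effect and unstimulated DMSO wells for full effect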
* = called active by the depositor; / = no result given. This is a subset. The share of hits here may be higher or lower than overall.

#	SMILES	TROY signal inh	KKLEB cytotox	HIF-2a block	TWEAK-Fn14 inh	TRPM1 prom inh	Shn3 3UTR inh
1	COCCN(CCOC)c1nc(-c2ccc(C)cc2)nc2ccccc12	-26	-14	-47	-7	-2	9
2	O=[N+]([O-])c1ccc(NC(=S)NCCc2ccc(F)cc2)cc1	27	-48	-84	66*	6	49
3	CCCNC(=O)NC(C)C12CC3CC(CC(C3)C1)C2 (stereo not given)	-6	-4	-2	5	-1	-23
4	O=C(CCCSc1nc2ccccc2[nH]1)N1CCN(c2ccccc2)CC1	10	3	6	3	5	-4
5	COc1cccc(C(c2c(C)[nH]n(-c3ccccc3)c2=O)c2c(C)[nH]n(-c3ccccc3)c2=O)c1OC	-31	4	20	-4	6	-38
6	Cn1c(C(=O)OC(C(=O)NC2CCCCC2)c2ccncc2)cc2sccc21 (stereo not given)	11	9	11	-12	9	8
7	Cc1ccc(C(=O)NNC(=S)NC(=O)c2ccco2)cc1	2	-2	-8	21	4	-20
8	CC/C(=N\NS(=O)(=O)c1ccc(C)cc1)c1ccco1	4	14	15	19	4	8
9	CCC1CCCCN1CCCNC(=O)CCCOc1cc(=O)n(C)c2ccccc12 (stereo not given)	-16	-1	2	-3	5	11
10	CC(=O)c1ccc(-c2ccc(C(=O)NC3CCCCCC3)o2)cc1	11	-2	11	22	-1	2

#	NR2E3 ag-1	NR2E3 ag-2	Peg3 prom inh	TRAIL sens C8	CF NFkB block
1	2	-24	-4	8	-4
2	-3	63	26	22	50*
3	0	-19	7	-3	-14
4	7	-5	6	-13	-2
5	1	8	16	20	1
6	3	10	29	-8	-27
7	3	16	17	19	19
8	2	-24	1	5	-8
9	-2	1	-21	-5	-5
10	0	-5	24	2	13

(more compounds)
#	SMILES	TROY signal inh	KKLEB cytotox	HIF-2a block	TWEAK-Fn14 inh	TRPM1 prom inh	Shn3 3UTR inh
11	Cc1cnc([N+](=O)[O-])n1CCOC(=O)NC(=O)c1cccc(F)c1	9	-8	13	-7	8	-4
12	FC(F)(F)c1nc2ncc(Cl)cc2[nH]1	-12	-1	6	14	4	-14
13	CN(CCc1ccccc1)C(=O)c1ccc(NC(=O)Cc2ccc(NC(=O)C3CCN(C(=O)C4CCCC4)CC3)cc2)cc1	11	0	9	-8	16	26
14	O=C(c1ccco1)N1CCN(Cc2c(F)cccc2Cl)CC1	-35	12	-150	-21	-54	-23
15	O=C(Nc1cc2c3c(c1)CC(=O)N3CCC2)c1c(F)cccc1F	-1	3	-42	-4	-3	4
16	Cc1ccc(SCc2nnc(NC(=O)c3ccccc3)s2)cc1	-15	-8	18	-7	2	7
17	CC(=O)N(c1ccccc1)C1SC(=O)N(c2ccccc2)C1=O (stereo not given)	-15	-8	-2	4	12	9
18	COc1c(C)cc(C(=O)C2CCCN(C(=O)c3ccc4[nH]ccc4c3)C2)cc1C (stereo not given)	-8	-2	13	7	2	11
19	CCc1cccc2c(C(=O)COC(=O)C3=NNC(=O)CC3)c[nH]c12	7	-10	2	12	6	1
20	COc1ccc(/C=C/C(=O)OCC(=O)Nc2cccc(S(=O)(=O)NC3=NCCCCC3)c2)cc1	0	-12	-3	-17	6	-7

#	NR2E3 ag-1	NR2E3 ag-2	Peg3 prom inh	TRAIL sens C8	CF NFkB block
11	6	-4	11	-6	-14
12	2	-12	-4	-4	9
13	/	11	12	4	-9
14	1	-12	-113	-11	-12
15	0	12	-10	-4	-32
16	1	4	10	2	10
17	5	-9	10	-16	18
18	-2	1	24	7	1
19	-1	-2	-5	4	-3
20	/	-2	8	0	14

Compound profiles, as listed above. Screens in order: TROY signal inh, KKLEB cytotox, HIF-2a block, TWEAK-Fn14 inh, TRPM1 prom inh, Shn3 3UTR inh, NR2E3 ag-1, NR2E3 ag-2, Peg3 prom inh, TRAIL sens C8, CF NFkB block
Results for O=C(CCCSc1nc2ccccc2[nH]1)N1CCN(c2ccccc2)CC1 = 10, 3, 6, 3, 5, -4, 7, -5, 6, -13, -2
Results for O=C(c1ccco1)N1CCN(Cc2c(F)cccc2Cl)CC1 = -35, 12, -150, -21, -54, -23, 1, -12, -113, -11, -12

More entries
#	SMILES	TROY signal inh	KKLEB cytotox	HIF-2a block	TWEAK-Fn14 inh	TRPM1 prom inh	Shn3 3UTR inh
21	CN(CCc1cnn(C)c1)Cc1cn(C)nc1-c1ccccc1F	-4	-1	17	13	10	-19
22	Cc1ccc(C(O)CN2C3=NCCN3c3ccccc32)cc1 (stereo not given)	-2	-12	15	-23	-3	-15
23	C=CCOc1ccc(C[C@H](N)C(=O)NC[C@H]2O[C@@H](n3ccc(N)nc3=O)[C@H](O)[C@@H]2O)cc1	11	15	2	-6	/	-7
24	Fc1ccccc1CNC(=S)Nc1ccc(Cl)cc1	31	-10	-10	-2	-5	3
25	CCOC(=O)C1=C(C)NC2=C(C(=O)CCC2)C1c1coc2ccccc2c1=O (stereo not given)	-6	0	22	4	16	-9
26	CC(=O)OCCN1c2ccccc2Sc2cnccc21	9	-3	24	39	/	-8
27	Cc1ccc(COc2ccc(S(=O)(=O)N3CCCC3)cc2C(N)=O)cc1	1	-4	11	13	-4	4
28	O=[N+]([O-])c1ccc(N2CCc3ccccc3C2)nc1	-16	-29	-91	20	-21	3
29	Cc1ccc(-n2c(SCC(=O)OC(C)C)nnc2-c2cnccn2)cc1	-10	-32	18	3	5	7
30	COc1ccc2c(c1)cc(C(=O)N[C@@H](Cc1ccccc1)C(=O)N[C@@H](C)C(=O)O)n2C	30	-2	20	2	3	16

#	NR2E3 ag-1	NR2E3 ag-2	Peg3 prom inh	TRAIL sens C8	CF NFkB block
21	-2	-12	8	-21	-1
22	-1	0	2	-9	-12
23	/	-20	-11	-6	-35
24	0	-4	-10	-14	9
25	1	-11	20	-9	7
26	/	10	26	1	65*
27	3	-4	5	0	-6
28	6	-53	-74	4	16
29	1	4	-4	-10	3
30	1	-33	4	-4	-2

An excerpt from above in order of their number in NR2E3 ag-2, highest first.
nr | Molecule | HIF-2a block | TWEAK-Fn14 inh | TRPM1 prom inh | Shn3 3UTR inh | NR2E3 ag-1 | NR2E3 ag-2 | Peg3 prom inh | CF NFkB block
26 | CC(=O)OCCN1c2ccccc2Sc2cnccc21 | 24 | 39 | / | -8 | / | 10 | 26 | 65*
27 | Cc1ccc(COc2ccc(S(=O)(=O)N3CCCC3)cc2C(N)=O)cc1 | 11 | 13 | -4 | 4 | 3 | -4 | 5 | -6
30 | COc1ccc2c(c1)cc(C(=O)N[C@@H](Cc1ccccc1)C(=O)N[C@@H](C)C(=O)O)n2C | 20 | 2 | 3 | 16 | 1 | -33 | 4 | -2
28 | O=[N+]([O-])c1ccc(N2CCc3ccccc3C2)nc1 | -91 | 20 | -21 | 3 | 6 | -53 | -74 | 16

Next compounds:
#	SMILES	TROY signal inh	KKLEB cytotox	HIF-2a block	TWEAK-Fn14 inh	TRPM1 prom inh	Shn3 3UTR inh
31	CN1C(=O)NC(c2cccc(O)c2)C(C(=O)c2cccs2)C1(O)C(F)(F)F (stereo not given)	-45	9	-114	-12	-3	-2
32	CN(C)CCCC(C)(O)C(C)(C)c1ccccc1 (stereo not given)	0	23	6	-12	-2	-15
33	C=CCn1c(C)cc(C(=O)CN2C(=O)c3ccccc3C2=O)c1C	18	-3	20	63*	14	22
34	CCCCC(=O)Nc1cccc(-c2csc(-c3ccccc3)n2)c1	-5	9	-141	6	-35	-12
35	COc1ccc(OCC(=O)NCCc2c[nH]c3ccccc23)cc1	-5	-17	2	4	-7	52
36	COc1cc(CN2CC(=O)N(c3ccc(C)cc3)C2=S)cc(OC)c1OC	9	-4	25	-5	2	13
37	CCCNC(=O)c1ccccc1NC(=O)c1ccccc1SC	12	7	10	-1	2	-8
38	O=C(CN1CCN(Cc2ccccc2)CC1)NCCNc1ccc([N+](=O)[O-])cn1	18	10	14	-3	2	5
39	CSc1ccccc1NC(=S)NC1CCCCC1	4	-1	9	13	-13	12
40	O=C(CN1C(=O)c2ccccc2S1(=O)=O)NCc1ccco1	-71	1	-1	-34	-12	-9

#	NR2E3 ag-1	NR2E3 ag-2	Peg3 prom inh	TRAIL sens C8	CF NFkB block
31	2	-20	-23	-3	-2
32	-1	-3	4	-3	-8
33	3	-113	2	52*	2
34	0	-103	-83	3	-4
35	-6	-7	0	1	12
36	1	28	13	6	8
37	3	-8	16	2	-1
38	1	-14	1	-23	-10
39	1	3	-2	2	-10
40	3	6	24	-3	5

Next part:
#	SMILES	TROY signal inh	KKLEB cytotox	HIF-2a block	TWEAK-Fn14 inh	TRPM1 prom inh	Shn3 3UTR inh
41	COc1ccc(Cn2c(-c3ccc(C)cc3)nc3c(c(=O)c4ccccc4n3C)c2=O)cc1	14	0	11	-46	-5	-23
42	NC(N)=NCCCC(NC(=O)c1ccccc1)C(=O)Nc1ccc2ccccc2c1 (stereo not given)	-4	8	-11	-28	-1	-26
43	CCOc1ccc2oc(C(=O)NCC(C)(C)CN(C)C)c(C)c2c1	-1	14	-31	1	1	-16
44	Cc1nn(CC(=O)NCc2cc3ccccc3[nH]2)c(C)c1[N+](=O)[O-]	-18	-4	3	15	3	-8
45	CC(C)(C)c1ccc(CC(=O)N2CCC2(C)C(=O)NS(=O)(=O)c2cccc(F)c2)cc1 (stereo not given)	-5	-2	19	0	/	-17
46	COc1ccc(C)cc1Nc1nc(C)nc2sc(C)cc12	-3	-5	2	22	18	15
47	COc1ccc(OC)c(Nc2nc3ccccc3n3cnnc23)c1	-14	-19	-17	-24	-9	1
48	CC(C)N(Cc1nc(-c2ccc3c(c2)OCO3)no1)CC1CCC(=O)N1 (stereo not given)	-6	8	5	9	5	-18

#	NR2E3 ag-1	NR2E3 ag-2	Peg3 prom inh	TRAIL sens C8	CF NFkB block
41	3	-6	28	10	19
42	4	-3	-12	26	-22
43	3	-1	-29	18	-18
44	-1	-26	3	4	-4
45	/	18	11	20	22
46	2	-14	37	20	-1
47	2	19	15	9	-19
48	0	-27	11	-8	3
